Compound activity deposited in PubChem by several laboratories.
MT stabilize HCS – stabilizes microtubules in HeLa cells | % tubulin-high responders, % at 10 µM | 0.83% of 200,000 active | HeLa tubulin immunostaining HCS, 24 h; share of cells brighter than vehicle mean+2SD;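 active = plate Z-score above 3 for both tubulin-high and condensed-nucleus cell shares, with cell loss under 80%, at 10 µM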;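 note: anti alpha tubulin signal scored within the nucleus-defined area of each cell; some results filed as inactive read as strong as hits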
ER stress rescue – protection against thapsigargin-triggered cell killing – 384-well, CSM14.1, ATP luminescence, primary screen (AID 1222). 190,000 tested, under 10 active. CSM14.1 thapsigargin-induced death rescue, ATP luminescence; higher % means a stronger effect. cellular ATP content (survival), % at 20 µM, or EC50 in µM where a hit was titrated;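 active = EC50 below 50 µM in the dose-response confirmation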;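 note: death triggered by thapsigargin at about 15 µM added after 2 h compound pretreatment; cell ATP read after overnight thapsigargin exposure of roughly 18 to 22 hours; normalized against plate controls of thapsigargin alone and 5% DMSO vehicle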
Dynein cargo inh – blocks dynein driven cargo transport along microtubules; 3617.4 mouse cells, GR-EGFP nuclear translocation imaging; test concentration mostly 20 µM; stimulated with dexamethasone, 1 µM; hits give low values; z-score, hits read low; 0.47% of 220,000 active;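 active = plate z-score of nuclear minus cytoplasmic receptor signal below a set negative limit, without overly bright fluorescence or cell loss, cut at about -3.5 in these data, passing the limit was not always enough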;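 note: z-score of nuclear minus cytoplasmic ring GR-EGFP intensity difference per well; some compounds called inactive have numbers as strong as hits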
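Buffer or medium: tetracycline-free induction medium containing charcoal-stripped FBS / Reagent: dexamethasone agonist, 1.0 µM final, for 30 min / Technique: automated 10x imaging of fixed Hoechst-stained cells / Times: induction 48 h, compound 1 h, agonist 30 min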
Insulin prom up – MIN6 insulin promoter up-regulation. MIN6 insulin promoter-GFP reporter, high-content imaging; hits give high values. z-score at 5 µM. 0.3% of 190,000 active;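 active = z-score above 3 at 5 µM with at least 500 cells counted in the well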
PhoP inhibition – PhoP-dependent GFP reporter repression – Salmonella Typhimurium, primary screen (AID 1863); inhibition, % at 50 µM, or IC50 in µM where a hit was titrated; S. Typhimurium PhoP-regulated promoter GFP reporter, 4 h; higher % means a stronger effect; 0.16% of 300,000 active;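 active = inhibition over 29.93%, a cutoff 3 SD above the screen mean, later confirmed by dose response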;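 note: 0% = low Mg2+ inducing control and 100% = high Mg2+ repressing control; strong numbers were not always called active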
b-catenin transl – modulators of beta-catenin nuclear translocation; HeLa beta-catenin nuclear translocation, immunofluorescence imaging; nuclear translocation activity, % at 5 µM; 0.3% of 190,000 active;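 active = nuclear translocation activity above 50% at 5 µM, with a well cell count of 50 or more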;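 note: per-cell ratio of nuclear to cytoplasmic median beta-catenin stain intensity; plate controls were DMSO negative control for no effect and GSK-3 inhibitor IX positive control for full effect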
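Test system: human HeLa cells, native beta-catenin. Compound dosing: 5 µM primary single dose, 0.1% DMSO, 0.02–20 µM confirmation series. Incubation: compound exposure 24 h at 37°C. Detection: beta-catenin immunostaining with DAPI counterstain, 20x imaging, 6 fields/well. Read-out basis: Nuclear/cytoplasmic beta-catenin signal ratio, % activation.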
Autophagy HCS – modulators of autophagy. MEF GFP-LC3 puncta imaging; test concentration mostly 10 µM. calls only at 10 µM (by protocol). 0.98% of 190,000 active. AID 463193;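 active = percentage of spot-positive cells more than 3 SD above its plate mean, without a fluorescence outlier flag or 80% toxicity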;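 note: spot-positive cell cutoff set from DMSO-treated cells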
Hep lipid drop – hepatic lipid droplet formation modulation | AML12 mouse hepatocytes, oleate lipid droplets, BODIPY imaging | inhibition, % at 6.5 µM | 0.4% of 240,000 active;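 active = lipid droplet intensity inhibited by at least 50%, with more than 500 cells counted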
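Material – mouse AML12 hepatocyte cell line, fixed after treatment · Compound dosing – one dose, 6.5 µM compound · Times – compound with oleate, overnight · Measured by – Image-based BODIPY and DAPI two-channel analysis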
T cell HTS – T cell immune modulators affecting CD8 T cell-vesicle binding; 2C CD8+ T cell-vesicle binding, flow cytometry; hits give low values; calls only at 7 µM; 0.068% of 330,000 active;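 active = response, share of CD8 T cells binding vesicles, and their 90th percentile fluorescence all below set limits, cut at about 80% in these data, passing the limit was not always enough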
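Read-out – percent CD8+ FL2 mean versus row control · System – murine 2C transgenic CD8+ T lymphocytes · Times – 1.5 h cell–vesicle binding at 37 °C, then 20 min icy labelling · Control set – naked vesicles low, QL9 vesicles with vehicle high · Detection – cytometric PE anti-B7-1 and Alexa647 anti-CD8 signals after 1% paraformaldehyde fixation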
Dynein cargo inh cytoplasmic EGFP – recorded beside Dynein cargo inh, whose call it bears; z-score; measured here: cytoplasmic GR-EGFP intensity; hits give high values
Dynein cargo inh nuclear GR-EGFP – second read-out of Dynein cargo inh, no call of its own (marks repeat the call); z-score; measured here: nuclear GR-EGFP intensity;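 lower value marks the stronger effect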
Dynein cargo inh cell count – second read-out of Dynein cargo inh, no call of its own (marks repeat the call); z-score; measured here: cell count per field
Insulin prom up cell count – further read-out of Insulin prom up, marked with its call; cell count; measured here: cytotoxicity, nuclei count;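 total cells summed across four imaged fields per well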
Hep lipid drop cells 6.5 µM – recorded beside Hep lipid drop, whose call it bears; cell count; measured here: cell count, cytotoxicity flag;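 cells counted across two imaged fields per well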
b-catenin transl cell count 5 µM – second read-out of b-catenin transl, no call of its own (marks repeat the call); cell count; measured here: cell count, cytotoxicity flag
T cell HTS vesicle-bound % – further read-out of T cell HTS, marked with its call; double positive events, %; measured here: CD8+ vesicle-bound cell fraction;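 binding gate set so that unloaded-vesicle control wells show 10% double positive cells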
MT stabilize HCS Hoechst-high % – also measured in MT stabilize HCS; calls as there; % Hoechst-high responders; measured here: nuclear condensation Hoechst responders;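 share of cells brighter than vehicle mean plus two SD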
MT stabilize HCS cytotoxicity % – recorded beside MT stabilize HCS, whose call it bears; toxicity, %; measured here: cytotoxicity by cell density;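 0% = mean cell density of plate MIN control wells and 100% = no cells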
Autophagy HCS cell loss 18 h – recorded beside Autophagy HCS, whose call it bears; toxicity, %; measured here: cell loss, nuclei count;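 cell loss after 18 h compound exposure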
Active calls of the source: *; i = inactive; nt = not tested or not shown.

SMILES	MT stabilize HCS	MT stabilize HCS Hoechst-high %	MT stabilize HCS cytotoxicity %	ER stress rescue	Dynein cargo inh	Dynein cargo inh cytoplasmic EGFP	Dynein cargo inh nuclear GR-EGFP	Dynein cargo inh cell count	Insulin prom up	Insulin prom up cell count	PhoP inhibition	b-catenin transl	b-catenin transl cell count 5 µM	Autophagy HCS	Autophagy HCS cell loss 18 h	Hep lipid drop	Hep lipid drop cells 6.5 µM	T cell HTS	T cell HTS vesicle-bound %
CC(C)CC(=O)NC(c1cccs1)c1ccc2cccnc2c1O (stereo unspecified)	6.1	3.6	30.4	2.7%	0.762	-0.24	0.0249	0.873	-2.51	1458	9.5%	-0.3	1553	i	29.6	0.7	690	i	31.4
CCOC(=O)C1=C(CSc2nc(-c3ccncc3)ccc2C#N)OC(N)=C(C#N)C1c1ccc(OC)cc1 (stereo unspecified)	3.3	2.2	0.0	0.1%	-5.83	14.2	0.191	0.169	-0.83	815	2.5%	-6.1	1163	i	-1.0	-1.5	703	i	23.3
COc1ccc(C(CC(=O)c2ccc(C)cc2)Nc2ccc([N+](=O)[O-])cc2)cc1 (stereo unspecified)	1.1	2.3	9.7	-1.8%	-0.344	-0.231	0.178	0.944	-0.03	1282	-2.5%	-0.4	1155	i	6.8	-8.5	659	i	50.7
O=C(CNS(=O)(=O)c1ccccc1)NNC(=O)C(Cl)Cl	1.7	0.7	2.6	1.0%	2.51	-0.308	0.267	-0.441	0.04	1220	6.8%	0.8	1054	i	-11.9	5.7	712	i	32.0
COc1cc(/C=N/c2oc(-c3ccccc3)cc2C#N)ccc1O	2.5	3.1	6.2	-3.6%	0.995	-0.204	0.173	-0.835	0.76	1837	18.5%	14.3	816	i	6.3	-0.9	684	i	7.9
CN(C(=O)c1ccco1)c1nc2c(s1)CCCC2	2.1	1.8	11.0	-7.7%	0.0858	0.241	-0.146	0.184	nt	nt	-9.8%	-13.0	1252	i	5.0	16.9	792	i	44.6
O=C(CSc1cccc[n+]1[O-])N1CCCc2ccccc21	2.2	1.3	3.3	-0.4%	0.825	-0.0533	0.07	0.0689	0.08	1440	-4.0%	-2.4	1120	i	-5.7	4.4	713	i	52.9
FC(F)(F)c1ccc(CN2C[C@@H]3C(c4ccc(Cl)nc4)C4(c5ccccc5)CC3(C4)[C@H]2c2ccccc2)cc1 (stereo partly specified)	nt	nt	nt	nt	-0.593	-0.773	-0.329	0.233	-0.63	984	1.1%	-1.5	1436	nt	nt	4.5	658	i	10.2
O=C1/C(=C\c2ccc(-c3ccccc3Cl)o2)SC(=S)N1CC1CCCO1 (stereo unspecified)	2.9	2.4	4.6	-2.3%	-0.44	0.55	0.621	0.727	0.37	1396	18.5%	0.4	1409	i	-27.4	nt	nt	i	37.5
N/C(=N\OC(=O)CCCOc1ccc(Cl)cc1Cl)c1ccncc1	4.2	3.5	8.4	-1.5%	1.03	-0.283	1.17	-1.03	-0.02	1536	1.5%	-4.7	1063	i	4.5	6.4	729	i	32.7
COc1ccc(CNC(=O)COC(=O)c2n[nH]c3ccccc23)cc1	1.3	1.0	5.6	5.2%	-0.711	-0.222	-0.355	1.21	0.06	1115	-11.9%	-0.1	948	i	-5.8	nt	nt	i	37.5
CC(=O)Nc1ccc(S(=O)(=O)NCc2ccc(C(=O)NCc3ccc(Cl)cc3)cc2)cc1	0.7	1.5	10.9	-2.8%	-1.07	-0.24	-0.532	0.641	nt	nt	-4.8%	-8.5	1114	i	-5.0	9.9	758	i	35.4
O=C(NCCc1c[nH]c2ccccc12)/C(=C\c1cccnc1)NC(=O)c1cccs1	4.0	3.7	8.9	-9.2%	1.14	-0.23	0.36	-0.365	-0.05	1268	18.9%	-1.8	505	i	0.2	-3.0	675	i	41.9
COc1cccc(-c2cc(C(F)(F)F)nc(N3CCN(c4ccccc4)CC3)n2)c1	2.7	2.9	6.6	-0.9%	0.411	-0.422	-0.00651	-0.417	-1.11	1464	24.5%	-0.3	1354	i	-3.7	nt	nt	i	31.6
CCCCCCOC(=O)/C=C/c1c(C)[nH]c(=O)[nH]c1=O	1.4	1.7	2.8	-0.5%	-0.163	-0.193	-0.364	0.314	-0.73	1616	-0.8%	1.5	990	i	13.6	-10.6	564	i	41.2
COc1ccc(-c2nc(NC(=O)c3ccc(OCC(=O)Nc4ccc(F)cc4)c(OC)c3)sc2C)cc1	4.2	2.4	7.0	-3.7%	-0.337	-0.0876	0.47	-0.442	-0.06	1296	-19.9%	0.9	922	i	-1.0	10.2	614	i	48.0
O=C(CSc1nnc(-c2ccc(Cl)cc2)n1-c1ccc(Cl)cc1)N/N=C/c1ccco1	4.6	2.2	7.6	-0.3%	-0.28	-0.276	0.138	0.386	-0.33	1388	-3.9%	-2.3	1126	i	8.6	7.6	474	i	25.3
O=C(CC1S/C(=N/N=C/c2ccco2)NC1=O)Nc1ccccc1 (stereo unspecified)	0.9	1.5	12.2	-1.2%	-0.972	-0.288	-0.45	1.04	nt	nt	-8.8%	-1.0	1063	i	13.4	-9.5	717	i	39.0
Cc1cc(C(C)(C)C)oc1C(=O)N(CC(=O)NC1CCCC1)Cc1ccc(F)cc1	1.0	1.5	8.0	0.0%	-0.122	-0.0298	0.164	-0.0741	0.23	1792	-3.5%	-0.2	1073	i	34.7	-5.3	685	i	39.8
Cc1cc(NC(=O)CCC(=O)N(Cc2ccco2)C(C(=O)NCC2CCCO2)c2ccncc2)no1 (stereo unspecified)	1.5	1.0	8.0	-0.2%	-0.52	-0.299	-0.126	0.392	-0.2	1478	-0.4%	-0.7	1004	i	-2.4	17.4	710	i	44.4
CCCNC(=O)C1CNc2ccccc2O1 (stereo unspecified)	3.3	2.0	2.3	0.0%	-0.227	-0.206	0.11	0.995	0.34	1427	0.5%	0.9	1360	i	-5.4	nt	nt	i	20.4
CC(O)CNC(=O)c1ccc(-c2nn(C)c(=O)c3ccccc23)cc1 (stereo unspecified)	1.3	1.2	8.9	-0.9%	-0.0841	-0.0795	0.0338	0.558	-0.13	871	-9.1%	nt	nt	i	-1.6	-9.3	774	i	26.2
O=C(NCCC1=CCCCC1)c1coc(=O)c(Br)c1	3.5	2.6	4.5	2.9%	-6.03*	0.614*	-1.96*	1.43*	0.29	1434	4.1%	2.2	840	i	7.0	nt	nt	i	8.9
O=C(NNC(=O)c1cnccc1C(F)(F)F)c1ccccc1	nt	nt	nt	nt	1.25	-0.233	0.552	-0.724	-1.04	1371	-4.7%	-4.7	1231	nt	nt	-27.7	624	i	36.5
Cc1c(S(=O)(=O)Nc2ccc3c(c2)OCCO3)c(=O)n(C)c(=O)n1C	6.1	2.4	4.4	-0.7%	1.53	0.0107	0.998	-0.984	1.04	1057	10.4%	-1.8	1248	i	-31.1	nt	nt	i	43.9
O=C(NCC1CCCO1)/C(=C/c1cn(-c2ccccc2)nc1-c1cccnc1)NC(=O)c1ccccc1 (stereo unspecified)	2.8	2.8	10.4	-1.1%	-0.292	0.541	-0.0746	0.282	-0.24	1240	6.5%	-0.5	1199	i	-4.7	-22.4	669	i	6.3
CC(C)(C)OC(=O)NCCCC[C@H](NC(=O)c1[nH]cnc1C(=O)Nc1ccccc1)C(=O)OC(C)(C)C	nt	nt	nt	nt	0.788	-0.691	0.672	-1.1	0.02	777	0.2%	0.7	1300	nt	nt	-7.5	741	i	25.9
CCC(=O)NCCc1nc2cc(NC(=O)c3cccs3)ccc2n1C	2.7	2.0	0.5	-5.9%	-0.918	-0.0933	-0.416	0.781	-0.31	1346	-0.8%	0.3	1120	i	-24.3	-8.8	707	i	29.6
CN(C)CC(c1ccccc1)c1ccccc1	nt	nt	nt	nt	0.182	-0.262	0.594	-0.436	0.57	1144	-13.3%	0.6	1333	nt	nt	15.7	698	i	14.8
Cc1cc(C)c(S(=O)(=O)Nc2ccc[nH]c2=O)c(C)c1	3.0	3.3	4.0	nt	-0.357	-0.27	-0.413	0.245	0.36	1245	-7.6%	-0.7	1012	i	-1.3	-20.9	652	i	35.3
COc1ccc(Cc2noc(CN(C)CCN3CCc4ccccc4C3)n2)cc1OC	4.3	1.9	0.1	-0.9%	-0.107	-0.234	-0.245	0.167	0.06	1399	4.8%	1.0	957	i	-27.3	-82.9	668	i	55.9
